mcGAS lum = cyclic GMP-AMP synthase inhibitors, mouse, primary biochemical chemiluminescence; Q8C6L5; recombinant cGAS, Kinase-Glo ATP depletion luminescence; inhibition, % at 12.5 µM; 160,000 tested, 0.15% active; AID 1259399, 2018;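 further: 0% = negative control wells and 100% = reference inhibitor with no enzyme activity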
hcGAS lum = Primary biochemical luminescence assay for human cyclic GMP-AMP synthase inhibitors; Q8N884; recombinant h-cGAS, ATP depletion, Kinase-Glo luminescence; inhibition, % at 12.5 µM; 290,000 tested, 0.081% active; AID 1259398, 2018;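 further: 0% = vehicle reaction and 100% = reaction without DNA for no activity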
Target sequence (Q8N884 whole entry, looked up): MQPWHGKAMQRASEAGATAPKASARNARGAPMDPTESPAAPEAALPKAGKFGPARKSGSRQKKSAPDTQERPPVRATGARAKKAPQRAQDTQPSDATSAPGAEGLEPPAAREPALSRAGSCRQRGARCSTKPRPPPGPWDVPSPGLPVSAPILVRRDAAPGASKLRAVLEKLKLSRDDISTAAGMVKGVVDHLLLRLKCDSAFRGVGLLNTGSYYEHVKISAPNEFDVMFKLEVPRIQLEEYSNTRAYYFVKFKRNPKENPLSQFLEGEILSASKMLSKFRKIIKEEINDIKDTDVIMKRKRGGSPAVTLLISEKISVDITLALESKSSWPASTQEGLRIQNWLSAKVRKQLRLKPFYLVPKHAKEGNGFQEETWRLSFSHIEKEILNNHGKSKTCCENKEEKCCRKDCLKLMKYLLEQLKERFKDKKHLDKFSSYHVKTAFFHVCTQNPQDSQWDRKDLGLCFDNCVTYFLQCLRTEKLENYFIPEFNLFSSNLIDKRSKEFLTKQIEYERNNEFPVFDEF
NPYLR7 agonist = agonists of mosquito NPYLR7 receptor, primary screen, cell-based, Aedes aegypti, calcium fluorescence, mosquito biting behavior; HEK293T NPYLR7/Galpha15, GCaMP6s calcium fluorescence; activation, % at 10 µM; 270,000 tested, 0.15% active; AID 1259423, 2018; in the data active means activation above about 40%;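 further: 0% = vehicle and 100% = reference agonist at the receptor; some compounds past the cut are filed as inactive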
The depositor's hits bear a star; / = no result given; & = joins results of further samples. Unless noted, no stated cut-off is given here; in the data, active means inhibition above about 40%; inactive means the rest.

SMILES	mcGAS lum	hcGAS lum	NPYLR7 agonist
COc1ccccc1CN(Cc1ccco1)CC(O)COCc1ccccc1 (stereo not drawn)	-7.5	-9.2	15.4
CC(=O)c1ccc(Cl)c(S(=O)(=O)NC(=O)C2CC2c2cc(F)ccc2F)c1 (stereo not drawn)	/	-0.4	-4.6
CC(SCc1nc(N)c2ccccc2n1)C(=O)N(C)C (stereo not drawn)	/	-1.8	1.2
O=C(c1ccc(Cl)cc1)N(CCN1CCOCC1)Cc1nccn1Cc1ccccc1C(F)(F)F	-5.5	-2.1	7.8
O=C(Cc1ccc(O)c(F)c1)N1CCC2(CCNCC2)CC1	/	-1.1	-4.1
COc1ccc(C)cc1-c1n[nH]c(C2CC2)n1	-10.4	-1.8	3.7
O=C(Cc1ccc2c(c1)OCO2)N1CCC(n2nc(-c3ccccc3)cc2-c2ccccc2)CC1	-0.9	2.9	-1.9
O=C(C1CCCC1)N(Cc1ccccc1Cl)CC1CC(c2cccc(F)c2)=NO1 (stereo not drawn)	-7.9	-8.1	16.5
O=C(C1CCCC1)N(Cc1ccc(C(F)(F)F)cc1)CC1CC(c2ccc(Cl)c(Cl)c2)=NO1 (stereo not drawn)	-4.3	1.1	5.6
O=S(=O)(C=Cc1ccc(Cl)cc1)N1CCCC1c1ccc2c(c1)OCCO2 (stereo not drawn)	/	0.6	-0.6
Cc1ccn2c(=O)nc(SCc3ccc(Cl)cc3)nc2c1	-7.8	-5.3	3.4
CN(C)CCNC(=O)C1Cc2cc([N+](=O)[O-])ccc2N2CCOCC12 (stereo not drawn)	-5.5	-7.9	/
CCOC(=O)CCCC(=O)N1CCN(Cc2cc(=O)c(OCc3ccc(-c4ccccc4C#N)cc3)co2)CC1	-3.6	-0.2	5.2
COc1cc(OC)c(OC)cc1CN1CCOc2ccc(CN3C[C@@H](C)O[C@@H](C)C3)cc2C1	-8.8	-1.7	3.6
Cc1cc(C)c2[nH]c(C)c(CC(=O)N3CCC4(CC3)NCCNC4=O)c2c1	/	1.2	3.8
COc1ccc(NC(=O)N2CCN(C(C(=O)NCc3ccc4c(c3)OCO4)C3CCCC3)CC2)cc1 (stereo not drawn)	-4.2	-1.2	-6.8
CC(=O)c1cc(CN2CCC(C(=O)Nc3cccc(-c4cscn4)c3)CC2)cs1	0.7	1.1	-5.1
Cc1cccc(OS(=O)(=O)c2cn(C)c(=O)n(C)c2=O)c1	-8.2	-9.7	2.4
CCOc1ccccc1NC(=O)N(CC(=O)N(CCc1c[nH]c2ccccc12)Cc1ccc(C)cc1)C(C)C	-4.5	-9.2	2.0
COc1ccc(-c2csc(SC3C(=O)N(c4ccccc4)N=C3C)n2)cc1 (stereo not drawn)	/	0.9	3.7

Single records, as listed above. Order of screens: mcGAS lum | hcGAS lum | NPYLR7 agonist
Cc1cccc(OS(=O)(=O)c2cn(C)c(=O)n(C)c2=O)c1 is entered as -8.2 | -9.7 | 2.4
O=S(=O)(C=Cc1ccc(Cl)cc1)N1CCCC1c1ccc2c(c1)OCCO2 (stereo not drawn) is entered as / | 0.6 | -0.6
Cc1cc(C)c2[nH]c(C)c(CC(=O)N3CCC4(CC3)NCCNC4=O)c2c1 is entered as / | 1.2 | 3.8
COc1ccc(C)cc1-c1n[nH]c(C2CC2)n1 is entered as -10.4 | -1.8 | 3.7
COc1ccccc1CN(Cc1ccco1)CC(O)COCc1ccccc1 (stereo not drawn) is entered as -7.5 | -9.2 | 15.4

Other structures.
SMILES	mcGAS lum	hcGAS lum	NPYLR7 agonist
O=C(CCc1nc2ccccc2[nH]c1=O)N1CCC2(CCCO2)CC1	-13.8	-7.3	6.4
COc1ccc(-c2nnc(-c3cc4c(ccc5ccccc54)oc3=O)o2)cc1	-1.0	2.8	-3.7
CCN1C(=O)/C(=C2\SC(=S)N(CCCOC)C2=O)c2ccccc21	-6.6	-2.7	-6.8
Cc1cc(C(=O)N2CCC(F)(F)C(COCC3CC3)C2)n[nH]1 (stereo not drawn)	-2.1	1.2	/
O=S1(=O)C=CC(N(c2ccc(Br)cc2)S(=O)(=O)c2ccc(F)cc2)C1 (stereo not drawn)	/	3.1	3.2
Cc1ccc(N2C(=O)CSC2c2cccs2)cc1C (stereo not drawn)	2.6	2.3	-5.0
COc1cccc(CN(C)C(C)c2ccc(F)cc2)c1OC (stereo not drawn)	/	-9.7	4.1
CC(C)CCC1(C2CCNCC2)NC(=O)N(CCN2CCCC2=O)C1=O (stereo not drawn)	-13.1	-1.7	0.1
CC(C)CN(CC(=O)N1CC(=O)N(c2ccc(F)cc2)C1)C(=O)C(c1ccccc1)c1ccccc1	-5.5	-10.0	19.7
Cc1ccccc1-c1ccc2nnc(-c3ccccn3)n2c1	-7.1	-4.3	4.2
C=CC(C)(O)CNCc1nc(-c2ccc([N+](=O)[O-])cc2)no1 (stereo not drawn)	-10.8	-9.2	29.4
Cc1cc(C(=O)N2C3CCC(O)(CC3)C2CN2CCOCC2)n(C)n1 (stereo not drawn)	4.9	9.0	-7.8
O=C(c1cn(Cc2c(F)cccc2F)nn1)N1CCc2sccc2C1	/	-6.0	4.0
Nc1nccc(N2CCC(N3CCCC(C(=O)N4CCOCC4)C3)CC2)n1 (stereo not drawn)	/	-5.8	26.5
CCCc1nc(N2CCOC(CCOC)C2)c2cnn(C)c2n1 (stereo not drawn)	-14.9	-5.7	2.4
CCn1cc(C(=O)NCC2CCCO2)c2nn(-c3ccccc3)c(=O)c-2c1 (stereo not drawn)	-5.7	-1.6	8.7
CC1=NN(C(=O)c2ccc([N+](=O)[O-])cc2)C(O)(C(F)(F)F)C1 (stereo not drawn)	/	-9.0	7.8
CCc1cccc(C)c1NC(=O)Cn1nc(-c2cccs2)c2sc(N3CCCC3)nc2c1=O	-8.6	-6.2	-3.9
O=C(Cn1cnc2c(nnn2Cc2ccc(F)cc2)c1=O)NCc1ccc(F)cc1	/	0.5	10.3
Cc1ccc(-c2nnn(CC(=O)N3CCOCC3)n2)cc1	/	-13.2	22.4

Five of these compounds, set out differently.
Compound | mcGAS lum | hcGAS lum | NPYLR7 agonist
CCN1C(=O)/C(=C2\SC(=S)N(CCCOC)C2=O)c2ccccc21 | -6.6 | -2.7 | -6.8
CC(C)CCC1(C2CCNCC2)NC(=O)N(CCN2CCCC2=O)C1=O (stereo not drawn) | -13.1 | -1.7 | 0.1
O=C(Cn1cnc2c(nnn2Cc2ccc(F)cc2)c1=O)NCc1ccc(F)cc1 | / | 0.5 | 10.3
Cc1cc(C(=O)N2CCC(F)(F)C(COCC3CC3)C2)n[nH]1 (stereo not drawn) | -2.1 | 1.2 | /
COc1ccc(-c2nnc(-c3cc4c(ccc5ccccc54)oc3=O)o2)cc1 | -1.0 | 2.8 | -3.7

Other records
SMILES	mcGAS lum	hcGAS lum	NPYLR7 agonist
CN(Cc1ccc(-c2nc(-c3ccncc3)cc(=O)[nH]2)cc1)Cc1ccoc1	/	-1.4	-1.2
Cc1cnn(CCCNC(=O)NC(C)c2csc(C)n2)c1 (stereo not drawn)	/	-5.6	10.4
COCCN(CC(=O)Nc1cc(C(C)(C)C)nn1-c1ccc(Cl)c(Cl)c1)C(=O)Nc1ccc(Br)cc1	0.1	1.5	0.2
CC(C)C1C2=C(CC(C)(C)CC2=O)OC(=N)C1C#N (stereo not drawn)	-4.8&-3.2	-2.7&8.8	-1.4&9.4
O=C(CCc1cccc(F)c1)NC1CCCN(CCc2ccccc2)C1 (stereo not drawn)	/	-3.4	5.9
CC(C)C(=O)N1CCC1(C)C(=O)Nc1cccc(-n2cncn2)c1 (stereo not drawn)	/	-1.0	-3.2
N#Cc1ccccc1CSc1n[nH]c(C2CCCC2)n1	/	-5.6	4.7
CC(=O)C(C)n1c(=O)c2c(nc3n(-c4cc(C)cc(C)c4)c(-c4ccccc4)cn23)n(C)c1=O (stereo not drawn)	-5.0	1.5	1.4
C(=N/Nc1nc2ccccc2[nH]1)/c1ccc(N2CCOCC2)s1	-8.5	-7.4	7.1
CCN(CC)C(=O)Oc1ccc2c(ccn2Cc2ccccc2Cl)c1NC(=O)c1ccc([N+](=O)[O-])o1	-7.1	-6.4	5.6
COc1ccc(OCCN2CCC(C(=O)NC(c3ccc(F)cc3)c3ncccc3C)CC2)cc1 (stereo not drawn)	-3.7	-2.7	7.2
CCOC(=O)C1(Cc2cccc(OC)c2)CCN(Cc2ccc(C(=O)OC)cc2)CC1	/	-3.5	11.3
O=C(N1CCCC(O)C1)N(Cc1ccccc1)c1ccc(Cl)cc1 (stereo not drawn)	-8.9	-11.3	9.2
Cc1cccc(OCCN(C)Cc2cc(C3CC3)n[nH]2)c1C	/	-4.7	0.1
Cc1ccc(C)c2sc(N(CCCn3ccnc3)C(=O)c3ccc4c(c3)OCCO4)nc12	-4.9	-0.2	-9.8
Cc1cc(/C=C2\SC(=S)N(Cc3ccccc3)C2=O)c(C)n1-c1ccccc1	-4.8	-0.9	2.4
C=C(C)CN1N=C(C)Cn2c1nc1c2c(=O)n(Cc2ccccc2Cl)c(=O)n1C	/	5.1	-12.7
COc1ccc(NC(=O)Cn2c(-n3nc(C)cc3C)nc3c(c2=O)CCC3)c(OC)c1	-6.6	-3.8	/
O=C(NCCSCc1c(Cl)cccc1Cl)c1cncn1-c1cccc(-c2cccc3c2sc2ccccc23)c1	-0.1	2.0	11.4
C=CCc1c(C)nc2nc(SCc3cc(=O)n4ccc(Br)cc4n3)nn2c1C	/	-0.9	1.4
N#Cc1ccc(C(=O)N2CCOC(COCc3ccccc3F)C2)c(F)c1 (stereo not drawn)	/	-4.0	24.7
Cc1cc(C)c(C)c(S(=O)(=O)NC2(C#N)CCCCC2)c1C	/	-1.7	-2.2
CN(CCc1ccccc1)C1CCCN(Cc2cc(=O)[nH]c(=O)[nH]2)C1 (stereo not drawn)	-15.2	-1.9	6.4
COCCOC(=O)N1C[C@H](Oc2ccccn2)[C@H]2C[C@@H]1Cc1c2[nH]c2ccccc12	-7.9	-2.2	23.8
COCCCNC(=O)c1cc(NC(=O)C(c2ccccc2)c2ccccc2)ccc1N1CCCCC1	-3.4	-0.9	8.5
Cc1cc(NC(=O)Cn2nc(-c3cccc([N+](=O)[O-])c3)ccc2=O)no1	/	-6.8	11.5
O=C(c1cccc(S(=O)(=O)N2CCOCC2)c1)N1Cc2cc3c(cc2C2(CCCC2)C1)OCCO3	/	-7.4	9.0
CCC1CN(C(=O)CN2CC(=O)NC2=O)CCC(=O)N1Cc1ccccc1 (stereo not drawn)	/	-7.8	6.6
COC(=O)C(C(C)=N)=C(O)CCl	-5.5	-7.5	-1.4
O=C(NC(c1ccccc1)c1cnccn1)C1CCN(CCOc2ccc(Br)cc2)CC1 (stereo not drawn)	-0.8	-0.6	2.0
O=C(c1ccc2c(c1)OCO2)N1CCC(n2c(=O)oc3ccc(F)cc32)CC1	-8.6	-10.1	5.1
Cn1c(=O)c2c(nc(Br)n2CCSc2nnnn2-c2ccccc2)n(C)c1=O	/	-6.5	2.2
CCn1cc(NC(=O)c2ccc(CN3CCCC3c3ccccn3)cc2)nn1 (stereo not drawn)	/	-7.3	-1.1
CC(C)NC(=O)C(C)N1CCN(c2ccccc2F)CC1 (stereo not drawn)	/	-5.0	4.1
CN(CC1CCCCO1)C(=O)c1ccc2oc(-c3cccc(F)c3)nc2c1 (stereo not drawn)	/	-9.2	4.8
COc1ccc(-c2cc(=O)c3c(O)cc(O[C@H]4O[C@H](CO[C@@H]5O[C@@H](C)[C@H](O)[C@@H](O)[C@H]5O)[C@@H](O)[C@H](O)[C@H]4O)cc3o2)cc1	-0.4	0.5	/
O=C(NC(C(=O)N1CCCC1)C1CCN(C(=O)c2ccco2)CC1)C1CC1 (stereo not drawn)	-4.5	-6.7	28.7
CCCNc1ccc(C(=O)N[C@@H]2C[C@H]3CC[C@]2(C)C3(C)C)cn1	-3.5	-1.4	1.5
CCN1C(=O)c2cc(NS(=O)(=O)CC)ccc2Oc2ccccc21	/	-5.5	6.8
O=C(CCCCSc1nnc(Cc2ccccc2)n1-c1ccccc1)NC(Cc1ccccc1)c1ccccc1 (stereo not drawn)	-4.0	-0.2	8.2
COc1ccc(OC)c(NS(=O)(=O)c2c(F)cc(F)cc2Br)c1	/	-5.0	4.6

Screening data deposited in PubChem BioAssay by Fisher Drug Discovery Resource Center.
